KB-V1 cytotox: qHTS assay for MDR1-selective chemotherapeutics: Primary screen using the drug-selected MDR subline cells KB-V1. hit rate 3.4% among 400,000. Potency, µM (doses to about 46.1 µM), inactives show top-dose activity change, negative = cytotoxicity, most hits filed as cytotoxic. KB-V1 MDR cells viability, CellTiter-Glo, 72 h; note: potency is the fitted concentration of half-maximal effect; % is set by controls: 0 for no effect and ±100 for the full control effect; nearly all actives have a fitted effect of over 60% in size
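Drug-selected KB-V1 cells, grown in DMEM lacking phenol red with 10% FBS, receive compound titrations; after three days at 37 degrees C, surviving cell ATP is quantified by CellTiter-Glo luminescence and responses normalized and curve-fitted.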
IL-1B inflam inh: qHTS for Inhibitors of Inflammasome Signaling: IL-1-beta AlphaLISA Primary Screen; THP-1 LPS/ATP IL-1B secretion, AlphaLISA, 16 h; hits give low values; activity change, % at 57.5 µM; hit rate 4.7% among 360,000; in the data active = activity change below about -50%; inconclusive = mostly about -30% to -49%; note: % is set by controls: 0 for no effect and ±100 for the full control effect
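THP-1 cells pretreated 1 hr with compounds (up to 57.5 uM final), then stimulated with LPS (250 ng/mL final) plus ATP (1.25 mM final); secreted IL-1B measured by AlphaLISA after 16 hr, decreased signal indicating inhibition.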
SW480 rereplic: A quantitative high throughput screen for small molecules that induce DNA re-replication in SW480 colon adenocarcinoma cells. SW480 DNA re-replication, Hoechst DNA content imaging, 48 h. Potency, µM (series often up to 46.1 µM), inactives show top-dose re-replication activation, most hits filed as activators. hit rate 1.8% among 340,000. AID 624297, 2012; note: potency is the fitted concentration of half-maximal effect; % of control where 0% means no effect; nearly all actives have a fitted effect of over 55% in size
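Compounds, transferred as 23 nL by pin tool, were incubated with cells for 48 hr; DNA content per nucleus was then quantified by Hoechst staining and fluorescence plate imaging.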
HT1080 IDH1KD tx: qHTS for induction of synthetic lethality in tumor cells producing 2HG: qHTS for the HT-1080-IDH1KD cell line | hit rate 2% among 360,000 | AID 686971, 2013 | HT-1080 IDH1 knockdown viability, ATP luminescence, 48 h | Potency, µM (top dose mostly 46.1 µM), for inactives: at the highest dose activity, negative = toxicity, usual class: cytotoxic;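 note: potency is the fitted concentration of half-maximal effect; 0% = DMSO wells and -100% = cell-free medium wells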
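Luminescent ATP read-out (CellTiter-Glo, 10 min at room temperature) after 48 h compound exposure at 37 °C gave viability of IDH1-knockdown HT-1080 cells. Activity was normalised to DMSO and cell-free wells, then fitted as concentration-response curves.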
MCF10A rereplic: A quantitative high throughput screen for small molecules that induce DNA re-replication in MCF 10a normal breast cells | MCF 10A DNA re-replication, Hoechst nuclear intensity, 48 h | Potency, µM (titrated, usually from 46.1 µM), without a hit: at the top dose activity, positive = re-replication, hits mostly activators | hit rate 2.9% among 350,000 | AID 624296, 2012; note: potency is the fitted concentration of half-maximal effect; % of control where 0% means no effect; nearly all actives have a fitted effect of over 50% in size
KB-3-1 cytotox: qHTS assay for MDR1-selective chemotherapeutics: Primary screen using the parental adenocarcinoma cell KB-3-1 | KB-3-1 viability, CellTiter-Glo ATP luminescence, 72 h | Potency, µM (series often up to 46.1 µM), for the others: top-dose activity change, negative = cytotoxic, usual class: cytotoxic | hit rate 1.4% among 400,000 | AID 1347075, 2019; note: potency is the fitted concentration of half-maximal effect; % is set by controls: 0 for no effect and ±100 for the full control effect; nearly all actives have a fitted effect of over 60% in size
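KB-3-1 cells, DMEM (no phenol red) + 10% FBS; compound by pin transfer, 72 h, 37 °C. Readout: CellTiter-Glo luminescence after 10 min. Data normalized, curve-fitted.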
HEK293 tox: qHTS of GLP-1 Receptor Inverse Agonists: Cytotox Screen | HEK293 cAMP-luciferase reporter cells, luminescence, 24 h | Potency, µM (highest dose often 38.3 µM), for the others: at the highest dose activity change, negative = inhibition, hits mostly inhibitors | hit rate 0.13% among 410,000 | AID 624418, 2012;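 note: loss of luciferase light is scored as toxicity; potency is the fitted concentration of half-maximal effect; % is set by controls: 0 for no effect and ±100 for the full control effect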
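Quantitative HTS format, 1536 wells, 200 cells/uL seeded. Compounds: 23 nL, 24 h, 37 °C. Detection: luciferase reagent, luminescence at 12 min RT; decreased signal taken as cytotoxic.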
HT1080-NT tox: qHTS for induction of synthetic lethality in tumor cells producing 2HG: qHTS for the HT-1080-NT fibrosarcoma cell line; HT-1080-NT fibrosarcoma viability, CellTiter-Glo ATP luminescence, 48 h; Potency, µM (highest dose often 46.1 µM), inactives show at the top dose activity, negative = less viability, actives largely listed as cytotoxic; hit rate 1.6% among 360,000; AID 686970, 2013;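 note: NT is the 2HG producing partner of a matched IDH1 knockdown line; potency is the fitted concentration of half-maximal effect; 0% = DMSO-treated cells and -100% = media-only wells without cells; nearly all actives have a fitted effect of over 55% in size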
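Compounds were tested in concentration-response format on HT-1080-NT cells for 48 hours at 37 degrees C. Cell viability came from CellTiter-Glo luminescence; curves were classified by r2, response magnitude and activity.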
D3 ag: qHTS of D3 Dopamine Receptor Agonist: qHTS; max activation, %; hit rate 0.58% among 410,000; D3R DiscoveRx beta-arrestin cells, luminescence, 90 min; in the data active = max activation above about 30%; note: 0% is about no effect; mostly tested at two doses, the higher about 12 µM
Target sequence (P35462 whole entry, looked up): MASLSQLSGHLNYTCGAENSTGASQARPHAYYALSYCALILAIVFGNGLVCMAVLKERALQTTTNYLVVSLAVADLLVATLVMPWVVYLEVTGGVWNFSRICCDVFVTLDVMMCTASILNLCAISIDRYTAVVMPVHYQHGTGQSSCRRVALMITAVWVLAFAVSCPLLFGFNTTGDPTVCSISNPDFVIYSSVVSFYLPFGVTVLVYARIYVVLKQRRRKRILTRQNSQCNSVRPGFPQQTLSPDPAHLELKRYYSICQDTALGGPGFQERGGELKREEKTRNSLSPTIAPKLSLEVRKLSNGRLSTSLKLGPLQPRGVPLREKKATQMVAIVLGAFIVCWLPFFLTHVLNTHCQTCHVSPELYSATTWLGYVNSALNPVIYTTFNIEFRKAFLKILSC
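Agonist-mode cell screen: cells plated at 1500/well and incubated overnight at 37 °C, then exposed to library compounds for 90 min at 37 °C. Detection reagent was added for 30–60 min at room temperature, and luminescence was read.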
Starred values were filed as active, the others as inactive; i = inactive; ? = inconclusive; . = not tested or not shown; & = joins results of further samples; [ ] = another dose, or the depositor's remark. Unless noted, calls come from the whole dose curve; as a rule, active = well fitted curve in the direction sought with a large enough effect; inconclusive = small, poorly fitted or top-dose-only effect, or another doubt; inactive = no such curve, though single readings can be large; an effect the other way counts as inactive or inconclusive.

Order of results: KB-V1 cytotox, IL-1B inflam inh, SW480 rereplic, HT1080 IDH1KD tx, MCF10A rereplic, KB-3-1 cytotox, HEK293 tox, HT1080-NT tox, D3 ag
CC1CN(C(=O)/C=C/c2ccccc2Cl)CC(C)O1 (stereo unspecified)
→ -0.9%, 0.2, ?, 0.4%, 34.5%, -1.4%, 2.0%, 6.0%, -0.1
CCC(=O)N/C(=N\OCc1ccc(F)cc1)c1nonc1NC(=O)CC
→ -2.9%, 23.8, -9.3%, -2.6%, 13.6%, 15.5%, 27.3%, -5.5%, -7.0
COc1ccc(C(O)c2nc(-c3cc(F)cc(Cl)c3)cs2)cc1 (stereo unspecified)
→ -29.8%, -18.2, ., ?, ., -6.9%, -4.5%, -24.5%, 5.8
CC1=C(C(=O)Nc2ccc(C)cc2C)C(c2ccc(O)cc2)n2nnnc2N1 (stereo unspecified)
→ 22.4%, ., ., ., ., 12.2%, 0.2%, ., -18.6
O=C(CNC(=S)N(Cc1ccc(F)cc1)C1CCCCC1)NCCN1CCOCC1
→ 0.0%, -0.6, 1.4%, 6.3%, -0.6%, -1.9%, 11.8%, 8.4%, 4.0
C=CCNc1nc(-c2ccccc2)nc(-n2ccnc2)n1
→ 5.6%, -28.7, 0.3%, 4.7%, 11.9%, 17.2%, 5.4%, 1.7%, 0.9
CCc1c(C)sc2c1CCN(C(=O)Nc1cc(C)ccc1C)C2c1ccc(OC)cc1 (stereo unspecified)
→ -1.8%, ., ., ., ., -22.5%, -13.7%, ., 4.5
COc1ccc(NC(=O)CSc2nnc(Cn3cnc4ccccc43)n2C)cc1
→ ?, 49.7, -2.4%, 3.2%, -2.4%, -2.8%, -5.0%, 1.0%, 3.6
COC(=O)C(C)(N)Cc1ccc(O)cc1 (stereo unspecified)
→ 13.1%, -5.0, -66.4%, -13.1%, -31.0%[inhibitor], 0.0%, 12.1%, 24.5%, -14.4
Clc1ccc(-c2nnc(NCc3ccccc3)c3ccccc23)cc1
→ ?, -93.6*, 9.2%, ?, ?, ?, -16.2%, ?, -8.4
Cc1c(C(=O)O)sc2ncn(C)c(=O)c12
→ 10.5%, -1.8, 1.2%, 7.8%, 1.1%, 15.4%, -8.1%, 3.3%, 2.0
COc1cc(Br)c(CCNC(=O)c2ccco2)cc1OC
→ -5.8%, -1.2, -2.5%, 4.4%, -1.0%, -1.8%, 3.3%, 8.5%, 3.2
CCN1CCN(S(=O)(=O)c2ccc(Cl)c(C(=O)N(C)Cc3ccc(Cl)cc3Cl)c2)CC1
→ ?, i, ?, 4.3%, ?, -24.9%, -3.7%, -9.6%, -6.4
O=C(CCc1nnc(CCCCc2ccccc2)o1)NC(c1cccnc1)C(F)(F)F (stereo unspecified)
→ -17.4%, -5.3, 9.5%, 4.0%, -6.1%, 6.3%, 1.8%, 4.9%, 5.6
COc1ccc(Nc2cc(C(=O)NCc3ccccc3)c3ccccc3n2)cc1
→ -5.3%, ., ., ., ., -0.8%, 1.2%, ., -1.3
Cc1ccc(C(=O)N2CCN(c3ccc([N+](=O)[O-])c(NCc4cccnc4)c3)CC2)cc1
→ ?, ?, 2.4%, -28.1%, 7.4%, -18.5%, ?, ?, 1.8
COc1ccccc1-c1nc(-c2ccc(Br)o2)no1
→ -20.6%, -17.4, 0.0%, -5.5%, -0.7%, 5.7%, 4.9%&3.2%, -0.8%, -2.0&-3.2
COc1ccc(NC(=O)CN2CCN(C3c4ccccc4-c4ccccc43)CC2)c(OC)c1
→ -10.5%, 8.9, 19.4%, -21.4%, 8.2µM*, ?, 13.9%, -11.9%, 3.8
COc1ccc(-n2c(SC(CN3CCCCC3)CN3CCCC3=O)nc3ccccc3c2=O)cc1 (stereo unspecified)
→ ?, -52.2*, 0.5%, -11.1%, 5.7%, -9.8%, -9.8%, -16.2%, 11.5
CCc1nnc2c(NCc3ccccc3)nc3ccccc3n12
→ 1.8%, ., ., ., ., 1.4%, -8.4%, ., 0.9
N#Cc1nc(-c2ccccc2F)oc1N1CCN(C(=O)c2ccco2)CC1
→ 5.1%, ?, -9.0%, 16.8%, -0.3%, ?, -5.3%, 9.9%, 1.4
CCOc1ccc(S(=O)(=O)Nc2cccc(C(=O)N3CCN(c4ccccn4)CC3)c2)cc1
→ ?, 20.6, ., -17.9%, ., -13.5%, 4.3%, -5.3%, 2.5
COCCNC(=O)CN1CCN(Cc2cccc(Cl)c2)C1=O
→ 3.4%, 18.5, -9.2%, -4.6%, -5.2%, 12.8%, 0.1%, 2.2%, -2.9
CC(C)c1cc(NCc2ccccn2)n2c(nc3ccccc32)c1C#N
→ -13.8%, -1.5, 14.8%, -1.2%, 14.3%, 14.8%, 16.3%, -1.3%, -1.2
CCCNC(=O)Cn1cnc2sc(C(=O)NCCCN3CCOCC3)c(C)c2c1=O
→ 17.5%, -1.6, 5.6%, 13.8%, 4.1%, 16.8%, -2.8%, 9.1%, 5.4
CCN(CC)CCN(C(=O)c1c(F)cccc1F)c1nc2cc(C)cc(C)c2s1
→ 2.5%, ?, -2.1%, -23.0%, ?, 0.8%, -10.9%, -4.1%, -14.8
Cc1c(/C=C/C(=O)c2cccs2)cnn1C
→ -5.1%, -22.9, ?, -4.2%, 20.6µM*, -3.5%, -5.9%, -11.3%, 0.5
Cc1nc(-c2nnc(SCC(=O)Nc3cc(C(F)(F)F)cc(C(F)(F)F)c3)n2C)cs1
→ -3.7%, 0.0, -4.5%, 4.7%, -1.5%, -3.6%, 0.0%, 0.9%, 1.0
CCOC(=O)c1ccc(NC(=O)C(=O)NCC2CCCO2)cc1 (stereo unspecified)
→ -2.2%, -0.2, -0.9%, -1.1%, -0.9%, 0.4%, 11.8%, -6.2%, 6.6
O=C(O)COc1ccc(/C=C/C(=O)c2ccc3ccccc3c2)cc1
→ -6.7%, -99.4*, 14.5%, ?, 18.4µM*, ?, 17.7%, ?, -5.9
COc1cccc(OCc2nnc(SCC(=O)NCc3ccco3)n2C)c1
→ 12.1%, -2.6, -0.4%, 15.8%, 0.8%, -0.8%, 0.2%, 18.3%, -2.0
O=C(O)CN1c2cccc3cccc(c23)S1(=O)=O
→ -5.5%, 24.1, -0.5%, 14.3%, 0.2%, 0.0%, -2.6%, 9.5%, -2.8
COc1ccccc1-c1nnc(SCC(=O)Nc2oc(C)c3c(C)n[nH]c(=O)c23)n1C
→ 2.2%, 18.3, 1.2%, -9.1%, 10.2%, 8.1%, -4.8%, -10.5%, -4.1
Cc1cc(OC(C)C(=O)NC(Cc2c[nH]c3ccc(O)cc23)C(=O)O)c2c(C)cc(=O)oc2c1 (stereo unspecified)
→ 15.9%, 13.8, 5.6%, 6.9%, 0.2%, 0.0%, 0.2%, 13.0%, 13.7
CCCCCn1c(SCC(=O)OCC)nc2cc(C(=O)N3CCC(C(N)=O)CC3)ccc2c1=O
→ -9.3%, -2.6, -1.4%, 11.2%, -0.3%, 8.0%, -0.8%, 8.5%, 15.2
O=C(c1nn(-c2ccccc2)c(=O)c2ccccc12)N1CCN(c2ncccn2)CC1
→ -18.9%, 18.4, 4.9%, 13.7%, -1.8%, -0.8%, 2.1%, -0.3%, -4.4
CSc1cccc(CN2CCCC(CNC(=O)c3ccc(F)cc3)C2)c1 (stereo unspecified)
→ -11.3%, ?, -14.8%, -16.4%, 1.0%, 1.0%, -0.1%, 0.9%, -18.4
O=C1OC(c2ccccc2)Sc2ccccc21 (stereo unspecified)
→ -2.0%, 8.1, -0.1%, -3.1%, 3.1%, -1.8%, -0.9%, 0.0%, -5.8
COc1cc(NC(=O)c2cccs2)ccc1NC(=O)c1cc2ccccc2o1
→ -7.3%, -12.7, -10.7%, 10.7%, ?, -54.4%, -2.6%, -2.2%, 4.5
Cc1noc(C(=O)Nc2c(C)n(C)n(-c3ccccc3)c2=O)c1Cl
→ 0.1%, 23.6, -14.8%, 17.7%, 16.4%, -2.8%, 2.2%, -1.3%, 0.8
COCCCNC(=S)N(CCO)Cc1cc2cc3c(cc2[nH]c1=O)OCCO3
→ -3.4%, -16.2, -69.4%[inhibitor], -3.5%, 0.651µM*, ?, -2.0%, 0.6%, 1.4
CCC1C(=NO)C(CC)C(c2ccccc2)NC1c1ccccc1 (stereo unspecified)
→ ?, -51.2*, ?, ?, ?, ?, ?, ?, 23.3
O=C(CCNS(=O)(=O)c1cccc2nsnc12)NC1CCN(Cc2ccccc2)CC1
→ 2.8%, -2.8, 6.0%, -0.2%, -1.4%, 9.1%, -5.4%, 3.9%, -3.8
COc1ccc(N2CCN(C(=O)COC(=O)c3ccccc3OCc3ccc(F)cc3)CC2)cc1
→ -2.2%, 12.8, -3.8%, -3.1%, ?, 1.1%, 2.4%, 1.0%, -1.9
Cc1cc(C(=O)N2CCc3ccccc3C2)on1
→ 0.0%, 3.7, -3.9%, 14.7%, 1.8%, 21.8%, 2.0%, 1.9%, 4.2
CC(/C=N/n1c(-c2ccccc2)n[nH]c1=S)=C\c1ccco1
→ 5.3%, 7.7, -2.8%, -14.2%[9.24 µM], 3.5%, -6.2%, 5.5%, ?, -3.5
O=C(Nc1cccc(-c2nc3ncccc3o2)c1)c1ccccc1
→ -1.4%, 70.0, -5.0%, 15.4%, -0.6%, -2.9%, -18.0%, 23.5%, 0.3
Cc1nn(-c2ccccc2)c(Cl)c1/C=N/NC(=O)c1ccc(CNc2ccccc2)o1
→ 11.1%, -6.0, -61.2%[inhibitor], 1.1%, ?, 3.8%, -25.3%, 2.8%, -4.3

Assay outcomes: PubChem, National Center for Advancing Translational Sciences (NCATS)
